Screening results deposited in PubChem by NCI.
Growth percent in the NCI-60 one-dose screen (48 h, 10 µM unless noted): 100 = growth as untreated, 0 = no growth, -100 = all killed.
NCI-H522: NCI-H522 lung cancer; AID 1794739; hit rate 8% among 78,000
NCI/ADR-RES: NCI/ADR-RES ovarian cells. hit rate 4.4% among 81,000
HCT-116: HCT-116 colon cancer; AID 1794798; hit rate 7.3% among 82,000
NCI-H460: NCI-H460 lung cancer; hit rate 6.8% among 82,000
NCI-H226: NCI-H226 lung cancer | hit rate 3.5% among 79,000 | AID 1794732
COLO 205: COLO 205 colon cancer. hit rate 7.3% among 79,000
NCI-H322M: NCI-H322M lung cancer; hit rate 2.7% among 80,000; AID 1794733
HCT-15: HCT-15 colon cancer | hit rate 5.2% among 82,000
NCI-H23: NCI-H23 lung cancer; hit rate 4% among 80,000
An asterisk follows results filed as active; . = no result given; & = joins results of further samples; [ ] = remark or other dose. The calls were made as follows: active = growth percent below 10; inactive = the rest.

SMILES | NCI-H522 | NCI/ADR-RES | HCT-116 | NCI-H460 | NCI-H226 | COLO 205 | NCI-H322M | HCT-15 | NCI-H23
O=c1[nH]c(Nc2cccc(Cl)c2)nc2nc(Nc3ccc(NC(=S)Nc4ccccc4)cc3)nc(-c3ccc(O)cc3O)c12 | 69 | 106 | 106 | 110 | 85 | 103 | 138 | 105 | 99
C#CCC(CC#C)(C(=O)OCC)C(=O)OCC | 96 | 108 | 109 | 104 | 109 | 108 | 105 | 103 | 102
N#CCCN1C(=O)c2ccccc2C1=O | 82 | 95 | 99 | 107 | 99 | 110 | 91 | 116 | 95
CCCC/C=N/N1C(=S)N(Cc2ccccc2)[C@]23OC(N)=C(C#N)[C@]12C(=O)c1ccccc13 | 98 | 101 | 94 | 105 | 99 | 105 | 107 | 108 | 96
COc1ccc(-c2nc(SCC(C)C)nc(N/N=C(/C)c3ccc(Br)cc3)c2C#N)cc1 | 71 | 84 | 92 | 95 | 88 | 110 | 82 | 92 | 90
O=C1NC(=S)S/C1=C\c1ccc(F)cc1 | . | 104 | 96 | 108 | 90 | 101 | 94 | 105 | 95
Fc1ccc2[nH]cc(-c3nn4cc(-c5nccs5)nc4s3)c2c1 | 83 | 83 | 83 | 83 | 88 | 92 | 84 | 69 | 84
CCN(CC)CCNc1nc2ccccc2c2c(=O)c3cc(Cl)ccc3sc12 | 64 | 27 | 20 | 8.9* | 92 | 64 | 88 | 40 | 80
NS(=O)(=O)c1ccc(NCc2cn(-c3ccc(C(=O)O)cc3)nc2-c2ccc(F)cc2)cc1 | 98 | 100 | 98 | 107 | 97 | 114 | 101 | 94 | 97
Clc1ccc2nc(Nc3cccc(Oc4ccccc4)c3)[nH]c2c1 | 68 | 98 | 97 | 92 | 76 | 103 | 86 | 101 | 105
Cn1c(=O)c2c(nc(NCCNc3ccc(S(=O)(=O)Nc4ncccn4)cc3)n2Cc2ccccc2)n(C)c1=O | 95 | 98 | 94 | 101 | 80 | 101 | 93 | 96 | 84
COc1ccc(C)c(CN(C)C)c1 | 179 | 118 | 106 | 121 | 111 | 133 | 95 | 121 | 112
Cc1cc2ccccc2c[n+]1CCC[n+]1cc2ccccc2cc1C | 99 | 96 | 99 | 99 | 96 | 97 | 121 | 104 | 88
NC(N)=N/N=C/c1nccc2ccccc12 | 102 | 101 | 95 | 99 | 100 | 99 | 112 | 120 | 96
CCCCCCCCCCCCCCCCCC(=O)OCCC(C)CCCC(C)C (stereo unspecified) | 111 | 99 | 101 | 108 | 99 | 110 | 104 | 117 | 95

The last 2 records of the part above come first, to join the parts:
SMILES | NCI-H522 | NCI/ADR-RES | HCT-116 | NCI-H460 | NCI-H226 | COLO 205 | NCI-H322M | HCT-15 | NCI-H23
NC(N)=N/N=C/c1nccc2ccccc12 | 102 | 101 | 95 | 99 | 100 | 99 | 112 | 120 | 96
CCCCCCCCCCCCCCCCCC(=O)OCCC(C)CCCC(C)C (stereo unspecified) | 111 | 99 | 101 | 108 | 99 | 110 | 104 | 117 | 95
C#CCN1CCC2(CC1)N(Cc1cn([C@@H]3O[C@H](COC(C)=O)[C@@H](OC(C)=O)[C@H](OC(C)=O)[C@@H]3OC(C)=O)nn1)C(=O)c1ccccc1N2CC#C | 92 | 108 | 98 | 107 | 100 | . | 104 | 116 | 104
COC(=O)CC[C@H](N)C(=O)O | 89[20 µM] | 109[20 µM] | 95[20 µM] | 113[20 µM] | 107[20 µM] | . | 100[20 µM] | 106[20 µM] | 99[20 µM]
Cc1cnc(SCc2ccc(Cl)cc2Cl)nc1Nc1ccc(Cl)c(Cl)c1 | 67 | 96 | 77 | 92 | 101 | 117 | 82 | 100 | 93
O=C1CSC(=S)N1/N=C/c1ccccc1O | 100 | 102 | 109 | 106 | 98 | 115 | . | 102 | 97
Cc1cc([N+](=O)[O-])ccc1N | 99&112 | 103&105 | 89&102 | 108&109 | 101&101 | 113&115 | 105&104 | 98&106 | 102&102
Cc1ccc(S(=O)(=O)N(C)C)cc1N | 97 | 103 | 101 | 106 | 97 | 112 | 106 | 102 | 98
Cc1cccc2cccnc12 | 95 | 109 | 94 | 102 | 95 | 112 | 98 | 119 | 99
CC(C)(C)OC(=O)NCc1ccc(CNc2c([N+](=O)[O-])cnc3ccccc23)cc1 | 62 | 38 | 38 | 70 | 55 | 80 | 92 | 74 | 46
O=C(N/N=C\c1cc([N+](=O)[O-])ccc1O)C(=O)N/N=C\c1cc([N+](=O)[O-])ccc1O | 93 | 100 | 103 | 111 | 123 | 99 | 95 | 99 | 103
O=C(Cc1ccccc1)Nc1ccccc1 | 102 | 100 | 103 | 104 | 96 | 107 | 98 | 109 | 102
CCN(CC)CCCC(C)Nc1ccc2cc(OC)ccc2n1 (stereo unspecified) | 99 | 108 | 102 | 108 | 107 | 107 | 95 | 103 | 107
COC(C)CCOC(=O)COc1ccccc1 (stereo unspecified) | 92 | 101 | 102 | 103 | 87 | . | 114 | 106 | 94
Cc1nc(Nc2ccc(NC(=O)Nc3ccccc3)cc2)c2ccccc2n1 | 97 | 109 | 102 | 112 | 102 | 104 | 110 | 101 | 103
c1cc(-c2nsc(-c3ccncc3)n2)ccn1 | 97 | 97 | 99 | 104 | 97 | 140 | 81 | 97 | 97
O=C(Cc1cc2ccccc2[nH]1)N(CCCc1cnc[nH]1)Cc1ccccc1 | 94 | 91 | 83 | 92 | 53 | 102 | 78 | 96 | 83
COc1ccc(-c2cn(-c3cccc(C(=O)/C=C/c4ccc(O)c(OC)c4)c3)c(=O)[nH]2)cc1 | -4.4* | 13 | -35* | 32 | 94 | 105 | 65 | 8.9* | 62
CC(C)(C)c1ccc(C(=O)Nc2nc3ccc(O)cc3s2)cc1 | 53 | 41 | 46 | 19 | 54 | 8.1* | 55 | -6.0* | 55
CCCCCCCCCCCCNC(=S)N/N=C/c1c(O)ccc2ccccc12 | 94 | 106 | 100 | 96 | 86 | 111 | 89 | 85 | 99
CCCCCCCCCCCCCCCCCCOc1ccccc1CCOP(=O)([O-])OCC[N+](C)(C)C | 58 | 95 | 56 | 62 | 89 | 66 | 101 | 63 | 96
Nc1ncnc2c1ncn2-c1ccccc1Cl | 82 | 108 | 100 | 114 | 108 | 103 | 112 | 100 | 99
CC(=O)c1ccccc1I | 83 | 101 | 108 | 110 | 113 | 112 | 89 | 107 | 101
COc1cc(-c2nc(C(=O)NCC(=O)NO)nn2-c2ccc(Cl)cc2)cc(OC)c1OC | 87 | 106 | 101 | 107 | 92 | 103 | 118 | 101 | 97
COc1cc(C2CC(=O)c3ccccc3N2)cc(OC)c1OC (stereo unspecified) | 54 | 101 | 104 | 101 | 83 | 113 | 102 | 102 | 96
COc1ccc(C(=O)COc2ccc(C(C)=O)cc2OC)cc1OC | 118 | 95 | 102 | 112 | 97 | 122 | 143 | 108 | 99
Nc1ccc2c(c1)/C(=N/O)c1ccccc1-2 | 99 | 111 | 107 | 110 | 105 | 135 | 115 | 103 | 99
COc1ccc(N=c2sc(C3=c4cc(Cl)ccc4=NC3=O)c(O)n2Cc2nc3ccccc3[nH]2)cc1 | 96 | 97 | 89 | 58 | 73 | 64 | 88 | 97 | 99
C(=Nc1ccc(-c2ccc(N=Cc3ccccc3)cc2)cc1)c1ccccc1 | 70 | 101 | 100 | 116 | 97 | 117 | 103 | 106 | 101
O=C1OC(c2ccccc2)c2ccccc21 (stereo unspecified) | 105 | 94 | 103 | 99 | 96 | 98 | 86 | 99 | 91
S=C(Cc1ccccc1)Nc1ccccc1 | . | 103 | 98 | 108 | 89 | 99 | 95 | 94 | 99
CC(=O)[C@H]1CC[C@]2(C)[C@@H]1CC[C@@H]1[C@@]3(C)CC[C@H](OCCC#N)C(C)(C)[C@@H]3CC[C@]12C | 82 | 90 | 90 | 94 | 90 | 106 | . | 97 | 89
Nc1ccc(-c2ccc(F)cc2)cc1NC(=O)C1CCOCC1 | 54 | 75 | 71 | 95 | 97 | 109 | 91 | 99 | 96
c1ccc(-c2nc(N3CCOCC3)c3c4c(sc3n2)CCCC4)cc1 | 66 | 96 | 80 | 107 | 99 | 91 | 94 | 96 | 101
Nc1cc(N)c(S(=O)(=O)O)cc1N=Nc1cc([N+](=O)[O-])ccc1O | 88 | 106 | 94 | 104 | 101 | 108 | 95 | 104 | 94
C=C1/C(=C\C=C2/CCC[C@]3(C)[C@@H]([C@H](C)CCCC(C)(C)O)CC[C@@H]23)C[C@@H](OC(=O)CBr)C[C@@H]1O | -69* | 81 | 81 | 92 | 45 | 19 | 94 | 55 | 38
CCn1c2ccc(O)cc2c2c(C)c3c[n+](C(C)C)ccc3c(C)c21 | 20 | 67 | 37 | 9.0* | 67 | 13 | 42 | 68 | 36
Fc1ccccc1NC(=S)c1ccccc1 | 101 | 103 | 102 | 106 | 108 | 109 | 102 | 101 | 99
CSc1ncc(Br)c(Nc2ccc(C)cc2)n1 | 92 | 103 | 86 | 101 | 97 | 116 | 88 | 103 | 86
CCOC(=O)OCC(=O)[C@@]1(O)CC[C@H]2[C@@H]3CCC4=CC(=O)CC[C@]4(C)[C@H]3[C@@H](O)C[C@@]21C | . | 91 | 98 | 102 | 70 | 104 | 99 | 105 | 111
C(=N\N1CCCCCC1)/c1ccc2ccccc2n1 | 82 | 86 | 88 | 101 | 77 | 89 | 89 | 65 | 83
CS(=O)(=O)c1cnccn1 | 94 | 96 | 96 | 97 | 95 | 111 | 110 | 93 | 97
CCOc1ccccc1NC(=O)c1ccccc1 | 83 | 107 | 101 | 104 | 95 | 112 | 104 | 105 | 99
O=C(CSc1nnc(-c2ccc3nc(-c4ccc(Cl)cc4)[nH]c3c2)o1)Nc1ccc(C(=O)/C=C/c2ccccc2)cc1 | 101 | 117 | 110 | 108 | 98 | 116 | 100 | 102 | .
CCCN(CCC)C(C)C(O)c1cc2c(c3ccccc13)CCCC2 (stereo unspecified) | 76 | 95 | 60 | 95 | 98 | 83 | 86 | 80 | 92
COc1cccc(/C=C2\C=C(c3ccccc3)N(CCc3ccccc3)C2=O)c1 | 85 | 83 | 96 | 88 | 83 | 100 | 73 | 80 | 86
COc1cc(/C=C/C(=O)c2ccccc2O)ccc1OCCCOc1cc2c(cc1OC)C(=O)N1CCC[C@H]1C=N2 | -9.4* | 19 | 2.7* | -18* | -3.9* | -3.8* | -11* | -3.5* | 3.2*
NC(=O)c1c(NC(=O)/C=C/c2cccs2)sc2c1CCC(=O)C2 | -4.1* | 52 | 8.1* | 58 | 68 | 55 | 101 | 13 | 17

Molecules listed so far that have an NH in an aromatic ring, in the order listed:
SMILES | NCI-H522 | NCI/ADR-RES | HCT-116 | NCI-H460 | NCI-H226 | COLO 205 | NCI-H322M | HCT-15 | NCI-H23
O=c1[nH]c(Nc2cccc(Cl)c2)nc2nc(Nc3ccc(NC(=S)Nc4ccccc4)cc3)nc(-c3ccc(O)cc3O)c12 | 69 | 106 | 106 | 110 | 85 | 103 | 138 | 105 | 99
Fc1ccc2[nH]cc(-c3nn4cc(-c5nccs5)nc4s3)c2c1 | 83 | 83 | 83 | 83 | 88 | 92 | 84 | 69 | 84
Clc1ccc2nc(Nc3cccc(Oc4ccccc4)c3)[nH]c2c1 | 68 | 98 | 97 | 92 | 76 | 103 | 86 | 101 | 105
O=C(Cc1cc2ccccc2[nH]1)N(CCCc1cnc[nH]1)Cc1ccccc1 | 94 | 91 | 83 | 92 | 53 | 102 | 78 | 96 | 83
COc1ccc(-c2cn(-c3cccc(C(=O)/C=C/c4ccc(O)c(OC)c4)c3)c(=O)[nH]2)cc1 | -4.4* | 13 | -35* | 32 | 94 | 105 | 65 | 8.9* | 62
COc1ccc(N=c2sc(C3=c4cc(Cl)ccc4=NC3=O)c(O)n2Cc2nc3ccccc3[nH]2)cc1 | 96 | 97 | 89 | 58 | 73 | 64 | 88 | 97 | 99
O=C(CSc1nnc(-c2ccc3nc(-c4ccc(Cl)cc4)[nH]c3c2)o1)Nc1ccc(C(=O)/C=C/c2ccccc2)cc1 | 101 | 117 | 110 | 108 | 98 | 116 | 100 | 102 | .
